# CHRM5 agonist: human M5 muscarinic receptor agonists, primary screen, CHO-K1 cells, Fluo-8 calcium fluorescence; Muscarinic acetylcholine receptor M5 (Homo sapiens), P08912; CHO-K1 hM5 cells; 0% DMSO wells, 100% maximal acetylcholine response; activation, % at 3 µM; actives 0.19% (n = 360,000);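 active means activation above the run's mean over test compounds plus 3 SD, cut at about 23% in these data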;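 further: signal is peak over basal fluorescence ratio across the kinetic read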
# Target sequence (P08912 whole entry, looked up): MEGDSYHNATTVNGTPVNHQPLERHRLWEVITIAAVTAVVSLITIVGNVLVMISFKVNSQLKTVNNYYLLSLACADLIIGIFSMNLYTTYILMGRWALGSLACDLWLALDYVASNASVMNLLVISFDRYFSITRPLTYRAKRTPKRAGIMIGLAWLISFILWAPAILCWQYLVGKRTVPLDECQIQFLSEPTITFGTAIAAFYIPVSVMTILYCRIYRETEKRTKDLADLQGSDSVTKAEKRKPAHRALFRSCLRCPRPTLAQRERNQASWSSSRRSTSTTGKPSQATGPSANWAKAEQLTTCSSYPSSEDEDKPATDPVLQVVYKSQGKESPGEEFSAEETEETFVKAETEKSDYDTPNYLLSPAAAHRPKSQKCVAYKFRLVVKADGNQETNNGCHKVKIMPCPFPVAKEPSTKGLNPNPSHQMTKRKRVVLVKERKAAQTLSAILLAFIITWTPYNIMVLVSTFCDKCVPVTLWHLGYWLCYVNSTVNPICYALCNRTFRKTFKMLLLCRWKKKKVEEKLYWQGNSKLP
# M4 antag: human M4 muscarinic receptor antagonists, primary screen, CHO cells, Fluo-8 calcium fluorescence. CHO-hM4 cells, ACh EC80. actives 0.73% (n = 360,000). inhibition, % at 3 µM;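 active means inhibition above its plate's cutoff, the mean inhibition of sample wells plus 3 SD, cut at about 27% in these data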;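 further: 0% = acetylcholine EC80 with DMSO and 100% = DMSO without agonist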
# Target sequence (P08173 whole entry, looked up): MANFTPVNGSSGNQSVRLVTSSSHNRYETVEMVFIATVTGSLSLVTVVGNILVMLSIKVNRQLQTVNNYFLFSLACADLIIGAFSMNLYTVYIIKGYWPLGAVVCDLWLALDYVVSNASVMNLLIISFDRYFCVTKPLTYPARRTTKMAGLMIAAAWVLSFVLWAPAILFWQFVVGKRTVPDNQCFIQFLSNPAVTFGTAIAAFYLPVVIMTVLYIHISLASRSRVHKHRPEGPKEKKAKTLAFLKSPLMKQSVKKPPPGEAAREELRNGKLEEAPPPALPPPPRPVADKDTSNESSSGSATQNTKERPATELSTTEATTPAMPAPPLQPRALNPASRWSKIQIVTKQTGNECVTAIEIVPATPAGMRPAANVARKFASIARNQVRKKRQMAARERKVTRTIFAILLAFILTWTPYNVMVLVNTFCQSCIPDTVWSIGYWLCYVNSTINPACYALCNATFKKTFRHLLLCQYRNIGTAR
# M1 antag: human M1 muscarinic receptor antagonists, primary screen, CHO-K1 cells, Fluo-8 calcium fluorescence, 1536-well. Muscarinic acetylcholine receptor M1 (Homo sapiens), P11229. CHO-K1 hM1, ACh EC80 antagonist. inhibition, % at 3 µM. actives 1.3% (n = 360,000);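 active means percent inhibition above its own plate's cutoff, namely the mean of that plate's compound wells plus 3 SD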;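 further: peak over basal fluorescence ratio during 140 s after agonist addition; 0% = ACh EC80 plus DMSO and 100% = DMSO alone without agonist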
# CRFBP-R2 agonist: agonists of CRF-BP/CRF-R2 complex, primary screen, cell-based, HEK293, calcium dye fluorescence, uHTS. CRF-binding protein / CRF receptor 2 complex (human). activation, % at 13.2 µM. actives 0.46% (n = 350,000). calcium dye fluorescence (FLIPR); percent of saturating CRF peptide response;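 active means activation of at least 50%, plus an integration ratio under a set limit after plate pattern correction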;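 further: plate controls were neutral control wells without compound for no effect and CRF at EC100 for full effect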
# M1 PAM: human M1 muscarinic receptor positive allosteric modulators, primary screen, CHO-K1 cells, Fluo-8 calcium fluorescence, 1536-well; AID 588819, 2011; actives 0.088% (n = 360,000); CHO-K1 hM1, ACh EC20; 0% = ACh EC20, 100% = maximal ACh; activation, % at 3 µM; in the data active means activation above about 19%, passing the limit was not always enough
# CHRM4 PAM: human M4 muscarinic receptor positive allosteric modulators, primary screen, CHO-K1 cells, Fluo-8 calcium fluorescence | Muscarinic acetylcholine receptor M4 (Homo sapiens), P08173 | activation, % at 3 µM | CHO-K1 hM4/Gqi5, ACh EC20; 0% = ACh EC20, 100% = maximal ACh | actives 0.4% (n = 360,000);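 active means activation above its plate's cutoff, the mean activation of sample wells plus 3 SD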; further: some results filed as inactive read as strong as hits
# M5 PAM: human M5 muscarinic receptor positive allosteric modulators, primary screen, CHO-K1 cells, Fluo-8 calcium fluorescence | CHO-K1 hM5, ACh EC20 PAM; 0% = ACh EC20, 100% = ACh EC100 | activation, % at 3 µM | actives 0.3% (n = 360,000);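 active means activation above the run cutoff, the mean activation of all test compounds plus 3 SD, cut at about 18% in these data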
#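 System: CHO-K1 hM5 cells. Reagent: acetylcholine, EC20 level. Compound dosing: single dose, 3 µM nominal final test concentration. Timing: Post-acetylcholine fluorescence recording 140 s. Detection: Fluo-8 calcium fluorescence. Read-out: % activation, ACh-normalized. Benchmarks: ACh EC20 and EC100 wells. Repeats: singlicate, one well per test compound.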
# M4 ag: human M4 muscarinic receptor agonists, primary screen, CHO-K1 cells, Fluo-8 calcium fluorescence; activation, % at 3 µM; AID 624127, 2012; Muscarinic acetylcholine receptor M4 (Homo sapiens), P08173; actives 0.14% (n = 360,000); CHO-K1 hM4/Gqi5; vehicle 0%, full acetylcholine response 100%;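 active means activation above the run mean over all test wells plus 3 SD, cut at about 32% in these data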;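 further: peak over basal fluorescence ratio per well then scaled between controls; 0% = DMSO wells and 100% = acetylcholine at EC100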
# CHRM5 antagonist: human M5 muscarinic receptor antagonists, primary screen, CHO cells, Fluo-8 calcium fluorescence | Muscarinic acetylcholine receptor M5 (Homo sapiens), P08912 | inhibition, % at 3 µM | CHO-hM5 cells, ACh EC80 | AID 624040, 2012 | actives 0.59% (n = 360,000);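 active means inhibition above a per-plate cutoff, the mean of that plate's test compounds plus 3 SD, cut at about 27% in these data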;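 further: 0% = acetylcholine EC80 with DMSO and 100% = DMSO without agonist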
# * = called active by the depositor; x = no result given.
# Values run as follows: CHRM5 agonist	M4 antag	M1 antag	CRFBP-R2 agonist	M1 PAM	CHRM4 PAM	M5 PAM	M4 ag	CHRM5 antagonist
CS(=O)(=O)N(CC(=O)NCCSCc1ccccc1)c1ccccc1
→ -9	-9	-1	-1.1	1	-2	-12	2	-3
COc1ccc2sc3c(=O)[nH]c4ccccc4c3c2c1
→ 0	-5	-11	3.1	5	5	-5	0	9
Brc1ccc(OCCCCN2CCCCC2)cc1
→ -7	17	30	0.0	-22	-17	-5	3	4
Fc1ccc(N2CCN(c3cnc4ccccc4n3)CC2)cc1
→ 2	-12	-12	-0.9	5	-8	-8	5	5
CN1C(=O)C(c2cn(C)c3ccccc23)(c2cn(C)c3ccccc23)c2cc(Br)ccc21
→ -1	2	x	x	x	3	-3	2	-3
Cc1cc(C)nc(NNC2=CC(=[N+]3CCCCC3)CC(C)(C)C2)n1
→ 0	-6	-5	-0.4	5	10	14	1	-4
CCc1c(C(=O)Nc2ccc(OC)cc2)[nH]c(C)c1C(C)=O
→ 3	-1	-6	0.2	9	-4	-4	4	1
CCOc1ccc(CCN2C(=S)N([C@@H](Cc3ccccc3)CN3CCC[C@@H]3CN3C(=S)NC[C@@H]3Cc3ccc(O)cc3)C[C@@H]2CC(C)C)cc1
→ 0	-3	15	x	-13	-8	-4	-1	-4
O=C(CCCNC(=O)c1ccc(Cl)cc1)OCc1cccc(Br)c1
→ -3	4	-2	-0.3	2	-4	-11	0	4
O=C(CC1OC(=O)c2ccccc21)Nc1cc(Cl)ccc1N1CCOCC1 (stereo unspecified)
→ 2	-5	-14	-1.4	20	12	5	5	-4
CC(C)N1CCC(=NNC(=O)c2ccccc2[N+](=O)[O-])CC1
→ -3	0	11	3.6	-7	9	-2	0	7
C=CCOc1ccc(/C=C2\SC(=S)N(NS(=O)(=O)c3ccccc3)C2=O)cc1
→ -3	7	-6	0.7	9	1	2	-1	-2
CC(=O)c1cccc(S(=O)(=O)N2CCC(C(=O)Nc3cccc(C(=O)NC4CC4)c3)CC2)c1
→ 0	-3	-6	-1.3	7	6	1	1	5
CCCCC1=CC2=CC(=O)C(C)(OC(=O)CC)C(=O)C2=CN1C1CCCCC1 (stereo unspecified)
→ 2	-8	-3	2.3	10	9	2	2	-1
COc1ccc(/C=C(/NC(=O)c2ccccc2)C(=O)N/N=C/c2ccc3c(c2)OCO3)cc1OC
→ 4	-13	-36	4.3	2	-2	-9	10	-1

# An excerpt from above in order of the CHRM4 PAM value, falling:
compound,CHRM5 agonist,M4 antag,M1 antag,CRFBP-R2 agonist,M1 PAM,CHRM4 PAM,M4 ag,CHRM5 antagonist
O=C(CC1OC(=O)c2ccccc21)Nc1cc(Cl)ccc1N1CCOCC1 (stereo unspecified),2,-5,-14,-1.4,20,12,5,-4
CC(=O)c1cccc(S(=O)(=O)N2CCC(C(=O)Nc3cccc(C(=O)NC4CC4)c3)CC2)c1,0,-3,-6,-1.3,7,6,1,5
CN1C(=O)C(c2cn(C)c3ccccc23)(c2cn(C)c3ccccc23)c2cc(Br)ccc21,-1,2,x,x,x,3,2,-3

# More compounds follow:
# Values run as follows: CHRM5 agonist	M4 antag	M1 antag	CRFBP-R2 agonist	M1 PAM	CHRM4 PAM	M5 PAM	M4 ag	CHRM5 antagonist
O=C(NC1CCSC1=O)c1ccc(Oc2ccc(F)cc2)nc1 (stereo unspecified)
→ -2	3	-7	-2.0	6	8	3	1	-6
CC(C)[C@H](NC(=O)C1CCN(S(=O)(=O)c2ccccc2)CC1)C(=O)NCc1ccc(F)cc1
→ 1	-13	-13	-2.4	6	0	-9	4	18
O=C1/C(=C/c2ccco2)CCC1C1CCCC1 (stereo unspecified)
→ -3	-13	-8	1.8	3	7	-5	0	2
CCCCCCCC1CC(=O)C=C(C)C1C(=O)OCC (stereo unspecified)
→ -4	-1	-2	-0.5	6	12*	-4	-1	14
CCCCn1c(N)c(N(CCOC)C(=O)c2cc(Cl)nc3ccccc23)c(=O)[nH]c1=O
→ 3	-4	-4	0.8	0	2	0	0	-1
CCn1c(-c2ccccc2Cl)nn(CC(=O)Nc2ccccc2OC)c1=S
→ 1	3	3	-0.5	2	-4	-6	3	2
CC12CC3CC(C)(C1)CC(Nc1nc(N4CCOCC4)nc4ccccc14)(C3)C2
→ 1	-6	-6	-0.4	2	2	0	0	1
Cn1cccc1/C=N\NC(=O)c1cncc(Br)c1
→ -2	-2	-8	1.5	2	-3	-4	2	6
COc1ccc(COC(=O)c2ccc(Cl)c(S(=O)(=O)N3CC(C)OC(C)C3)c2)cc1 (stereo unspecified)
→ -4	6	7	3.0	-7	-5	-12	2	6
NS(=O)(=O)OCC(Cc1ccccc1)N1C(=O)c2ccccc2C1=O (stereo unspecified)
→ 4	-3	-13	-1.4	15	9	6	4	1
O=C(Nc1ccc(F)cc1)c1cccc(N2C(=O)c3ccccc3C2=O)c1
→ -1	0	-1	0.6	-2	1	0	2	2
Cc1ccc(S(=O)(=O)N(C)CC(=O)N(CC(C)C)C2CCS(=O)(=O)C2)cc1 (stereo unspecified)
→ 0	5	2	-0.2	4	7	-9	0	10
COc1cc(C(C)=O)ccc1OCC(=O)Nc1cc(Cl)ccc1-n1cncn1
→ 4	-11	7	-0.8	-2	8	-2	4	7
Cc1ccccc1Cn1ccc(NC(=O)c2cc3nc(-c4ccco4)cc(C(F)(F)F)n3n2)n1
→ -1	2	-7	0.8	5	-2	-7	0	2
CC(C)c1ccc(/C=c2\sc3nc(-c4ccncc4)nn3c2=O)cc1
→ 1	7	-11	-4.0	8	-3	0	-1	0
C=CCNC(=O)C1CC(=O)N(c2ccc(OCC(=O)Nc3ccc(Cl)c(C(F)(F)F)c3)cc2)C1 (stereo unspecified)
→ -2	3	10	0.0	-2	4	0	1	-10
CC(C)Oc1ccc(F)cc1-c1cc(C(=O)Nc2ccccc2)[nH]n1
→ -4	-7	23	x	-23	-8	-22	12	18
CCN(CC)Cc1c(O)ccc2c(=O)c(Oc3ccccc3OC)c(C)oc12
→ 0	3	-22	1.6	6	7	8	0	-5
COc1ccc(NC(=O)CN(C)CC(=O)NCCc2ccc(F)cc2)cc1
→ 4	1	-4	-1.2	1	-1	8	-2	-11
CC(OC(=O)CC1CCCCC1)C(=O)Nc1ccc(F)cc1 (stereo unspecified)
→ -2	-5	5	-1.4	-5	-3	2	-1	1
CCc1cccc(NC(=O)Cn2c(=O)oc3cc(S(=O)(=O)N4CCOCC4)ccc32)c1
→ 3	4	26	2.6	-12	-6	-10	5	13
Cc1cc2nc(C3CCCN(C(=S)Nc4ccccc4)C3)[nH]c2cc1C (stereo unspecified)
→ -2	3	-9	-1.0	2	-1	2	0	-1
Cc1ccc(N(C)S(=O)(=O)c2nnc(NC(=O)c3ccco3)s2)cc1
→ -4	-5	-6	-1.5	1	6	7	1	10
Cc1c(Cl)cccc1N1C(=O)C(N2C(=O)c3cccc([N+](=O)[O-])c3C2=O)C1c1cccs1 (stereo unspecified)
→ 0	11	-7	-0.4	12	3	5	0	-6
Cc1cc(NC(=O)CN2C(=O)NC(C)(c3ccc(Cl)cc3)C2=O)no1 (stereo unspecified)
→ 5	2	-8	6.9	14	1	-2	2	11
Cc1cc(C)nc(NC=C2C(=O)OC(C)(C)OC2=O)n1
→ -2	12	7	-0.4	-1	-8	-4	0	15
CC1(C(=O)NS(C)(=O)=O)CCN1C(=O)CC(c1ccccc1)c1ccccc1 (stereo unspecified)
→ -1	-3	-18	x	9	5	2	0	3
Cc1ccc2c(c1)oc(=O)n2CC(=O)c1ccccc1
→ -1	10	10	-1.1	-10	-1	-1	1	-4
COc1cc(NC(=O)CCCN2C(=O)NC(C)(C)C2=O)cc(OC)c1
→ 5	-12	-5	1.8	1	3	2	0	-3
CC(C)NC(=O)NC(=O)CSc1nnc(COc2ccccc2F)n1C(C)C1CC2CCC1C2 (stereo unspecified)
→ 0	15	-10	-1.0	4	-1	-2	2	-8
COCCCn1c(C(=O)NCCC2=CCCCC2)cc2c(=O)n3cccc(C)c3nc21
→ -5	11	-5	-2.7	7	-3	3	1	4
O=C(c1cccc(F)c1)N1CCCC(C(=O)N2CCCCCC2)C1 (stereo unspecified)
→ -5	4	-13	0.7	12	1	2	1	4
Cc1nn(C)cc1C(C(=O)NC1CCCCC1)N(C(=O)Cc1cccs1)c1ccc(Cl)cc1 (stereo unspecified)
→ 6	-11	-1	58*	-11	-3	-7	5	-1
COc1ccc(OC)c(/C=N/N2CCN(c3ccc(Cl)cc3)CC2)c1
→ -3	-12	-4	2.3	3	-20	1	1	9
COC(=O)C1=C(C)NC(C)=C(C(=O)OC)C1c1ccc(OC(=O)c2ccco2)cc1
→ -5	-9	-6	-2.1	5	8	5	0	-3
COC(=O)c1nnn(-c2ccc(Cl)c(Cl)c2)c1C(=O)OC
→ 4	-11	-3	-0.1	9	14	6	1	0
CCOC(=O)C1=C(CSc2nc3c(cc2C#N)CCC3)OC(N)=C(C#N)C1c1ccccc1 (stereo unspecified)
→ 2	-5	-3	1.3	-1	-3	-9	7	9
COc1cc(/C=N/NC(=O)CNC(=O)c2ccc3c(c2)OCCO3)ccc1O
→ -1	0	-13	-3.9	8	-6	2	-1	1
O=C1/C(=C/c2ccccc2Cl)SC(=S)N1CCCC(=O)N(CCO)c1ccccc1
→ -3	10	12	1.8	-2	-9	1	7	3
CCc1cc(C(=O)N2CCOCC2)c(NC2=NS(=O)(=O)c3ccccc32)s1
→ -3	3	-18	1.8	12	16	-3	1	3
CC(=O)c1cc(F)c(N2CCN(C(=O)COc3ccccc3F)CC2)cc1C
→ 3	-8	-8	1.7	-8	1	2	3	-5
CN1CCC(OC(=O)c2ccc(Br)cc2)CC1
→ -8	-6	4	-0.6	-12	5	-11	2	7
COc1ccc(OC)c(S(=O)(=O)n2nc(-c3ccccc3)cc2N)c1
→ -2	-2	-19	0.3	10	-2	0	0	1
COc1ccc(N2CCN(C(=O)C3COc4ccccc4O3)CC2)cc1 (stereo unspecified)
→ -4	-1	-12	0.7	6	1	-13	3	-9
Cc1nc(CCNC(=O)CC2C(=O)NCCN2CC(C)(C)C)nc2c1CCC2 (stereo unspecified)
→ -6	5	11	2.5	1	-3	-5	0	18
COC(=O)c1cc(C(=O)c2cc(F)ccc2O)cn2c(=O)c3c(C)c(C)sc3nc12
→ 0	-4	2	-1.1	1	-3	-4	1	13
N#C/C(C(=O)N1CCCCC1)=C1\Nc2ccccc2S1
→ 1	-2	-12	3.4	3	18	-2	2	-2
O=C(N/N=C/c1ccccn1)c1cccc(NC(=O)c2ccccc2Cl)c1
→ 2	-3	6	-1.4	-8	-3	-6	10	6
O=C(NCC1CCCCC1)c1cc([N+](=O)[O-])ccc1Cl
→ -5	10	0	-0.2	3	-11	-6	0	15

# Screening results: PubChem BioAssay, several laboratories
